# Source: PubChem BioAssay
# GAA glycogen mod – alters human alpha-glucosidase cleavage of glycogen | P10253 | recombinant GAA, glycogen substrate, Amplex Red glucose oxidase fluorescence | Potency, µM (series often up to 76.4 µM), inactives show at the highest dose activity change, negative = inhibition, actives largely listed as inhibitors | 300,000 compounds, 0.38% hits; active means well fitted inhibition curve with a large enough effect;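 further: 0% = full enzyme reaction and -100% = no-enzyme basal signal; the screen sought inhibitors and activators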
#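 Recombinant enzyme (4 nM final) with compounds titrated up to 77 uM and bovine liver glycogen (30 ug) in citrate pH 5.0, 0.01% Tween-20, 37 C 40 min. Released glucose detected by Amplex Red/glucose oxidase (Ex 573/Em 610); AC50 from Hill fits.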
# Numbers without * were called inactive; [ ] = dose if it differs, or a comment. Potency means the concentration at half of the fitted maximal effect.
SMILES,GAA glycogen mod
COCC(=O)N(Cc1cc2cc(C)ccc2[nH]c1=O)c1ccccc1,-5.9%[76.3 µM]
CC(C)(C)c1ccc(C(=O)NCC(=O)N2CCCCCC2)cc1,2.5%
COc1ccccc1N1CCN(C(=O)C(C)NC(=O)c2cccc([N+](=O)[O-])c2)CC1 (centres undefined),3.4%
O=C(CSc1ncn[nH]1)NCc1ccccc1Cl,-12.3%
Cc1cc(=O)oc2c(C)c(OC(C)C(=O)NCCCN3CCCC3=O)ccc12 (centres undefined),-6.1%[76.3 µM]
COc1ccc(C(=O)Nc2ccccc2C(=O)NCCN2CCOCC2)cc1OC,4.7%[76.3 µM]
CC1CCCN(C(=O)CN(C)S(=O)(=O)c2cccc3nsnc23)C1 (centres undefined),-4.7%[76.3 µM]
CCC(CC)C(=O)N1CC(=O)Nc2ccc(C)cc2C1c1ccccc1 (centres undefined),4.8%
CCc1ncc(CN2CCCC(C(=O)Nc3cccc(-c4cccc(C)c4)c3)C2)cn1 (centres undefined),-3.9%[76.3 µM]
CCOc1ccccc1-c1cc(C(=O)Nc2ccc(C(=O)O)cc2)c2ccccc2n1,7.6%
CCCCCCC(O)(c1ccc(OC)cc1)C(CN1CCOCC1)c1ccccc1 (centres undefined),-14.3%
O=C(Cc1ccccc1)Nc1nc(-c2ccc(F)c(F)c2)cs1,-5.5%
CCOc1ccc(N(C(=O)c2ccc3c(c2)OCO3)C2C=CS(=O)(=O)C2)cc1 (centres undefined),-1.0%[76.3 µM]
COc1ccc2c(c1)CC/C(=C/c1ccccn1)C2=O,1.6%
CN(C(=O)CSc1nnn(C)n1)c1ccccc1,-1.9%[76.3 µM]
COc1ccc(NC(=O)CCC(=O)N2CCCC2)c([N+](=O)[O-])c1,0.9%[76.3 µM]
CCCCCC(NC(=O)C1CCN(C(=O)[C@@H](NS(=O)(=O)c2ccc(C)cc2)C(C)C)CC1)C(=O)O (some centres undefined),-12.0%[76.3 µM]
O=C(/C=C/c1ccco1)N(Cc1ccccc1F)C1CCS(=O)(=O)C1 (centres undefined),-10.9%[76.3 µM]
COc1ccc(C2=NN(C(=O)c3ccccc3)C(c3ccc(OC)c(OC)c3)C2)c(OC(C)=O)c1 (centres undefined),-13.4%
COCCCNC(=O)C1CCN(S(=O)(=O)c2ccc3nc4c(c(C(=O)O)c3c2)CCCCC4)CC1,-1.9%[76.3 µM]
N#Cc1ccncc1Sc1ccc(Cl)cc1,-3.2%
COc1cccc(CN2CC(C(=O)NCCn3cccn3)CCC2=O)c1 (centres undefined),8.0%[76.3 µM]
CC(CC(=O)NCCc1ccc(Cl)cc1)S(=O)(=O)c1ccc2c(c1)NC(=O)CO2 (centres undefined),-2.6%[76.3 µM]
CCn1cnc2c1c(=O)n(CC(=O)NCC(C)C)c(=O)n2Cc1ccccc1,1.1%
O=C(Nc1ccccc1)C1CC(=O)N(Cc2ccccc2)C1 (centres undefined),-1.1%[76.3 µM]
CCOC(=O)Cc1csc(NC(=O)c2cnc3sc(C)cn3c2=O)n1,4.7%[76.3 µM]
Cc1ccc(CN(C(=O)COc2cccc(C)c2C)C2CCS(=O)(=O)C2)o1 (centres undefined),3.1%[76.3 µM]
Cc1ccc(NC(=O)c2ccco2)c(NC(=O)COc2ccccc2)c1,8.2%
O=C(Cn1cccn1)N1CCCC(Nc2ccc(F)c(F)c2)C1 (centres undefined),5.1%[76.3 µM]
Cc1c(CCC(=O)NC2CC2)c(=O)oc2cc(O)ccc12,14.4%[76.3 µM]
O=C(Nc1cccc(C(=O)O)c1)/C(=C\c1ccc(F)cc1)NC(=O)c1ccco1,2.5%
Cc1ccc(C2(c3ccc(C)cc3)NC(=O)N(CC(N)=O)C2=O)cc1,-11.1%
Cc1[nH]n(C(N)=S)c(=O)c1N=Nc1cc(C(F)(F)F)ccc1Cl,-5.8%
COc1ccc(C(=O)Nc2cnc(NC(=O)c3cccs3)cc2C)cc1,6.0%
CCC(Oc1ccccc1C)C(=O)N1CCCN(C)CC1 (centres undefined),-0.4%[76.3 µM]
O=C(N/C(=C\c1ccccc1)C(=O)N1CCOCC1)c1cccc(Br)c1,2.6%[76.3 µM]
Fc1ccc2nc(C(F)(F)F)cc(N3CCOCC3)c2c1,-1.7%
C(=N\N=C\c1ccccn1)/c1ccccn1,2.0%
COc1ccc(N2C(=O)c3ccccc3C(C)(C)C2=O)cc1,-3.5%
CCc1cccc(NS(=O)(=O)c2csc(C(N)=O)c2)c1,-11.9%

# A different layout for part of the listing above.
GAA glycogen mod	mol
8.0%[76.3 µM]	COc1cccc(CN2CC(C(=O)NCCn3cccn3)CCC2=O)c1 (centres undefined)
-2.6%[76.3 µM]	CC(CC(=O)NCCc1ccc(Cl)cc1)S(=O)(=O)c1ccc2c(c1)NC(=O)CO2 (centres undefined)

# Three compounds drawn at random from the list so far, as already listed:
SMILES,GAA glycogen mod
N#Cc1ccncc1Sc1ccc(Cl)cc1,-3.2%
COc1ccc(N2C(=O)c3ccccc3C(C)(C)C2=O)cc1,-3.5%
O=C(Nc1cccc(C(=O)O)c1)/C(=C\c1ccc(F)cc1)NC(=O)c1ccco1,2.5%

# The list goes on.
SMILES,GAA glycogen mod
O=C(c1[nH]ncc1[N+](=O)[O-])N1CCOCC1,3.2%[76.3 µM]
N#Cc1ccc(-c2cn3c(n2)SCC3)cc1,8.7%
CCCC(=O)Nc1c(-c2cccc(C)c2)c(=O)c2ccccc2n1C,-15.7%
Cc1ccc2[nH]c3c(=O)n(CC(=O)Nc4ccccc4N4CCN(C)CC4)ncc3c2c1,-6.4%[76.3 µM]
CC(C)CC(O)C1CCN(C(=O)CCc2nnc(-c3ccc4c(c3)OCO4)o2)CC1 (centres undefined),0.5%[76.3 µM]
Cc1ccc(NC(=O)CSc2nnc(N)s2)cc1S(=O)(=O)N1CCCCC1,-1.0%[76.3 µM]
CCn1ncc(Br)c1C(=O)Nc1c(C)nn(Cc2c(F)c(F)c(F)c(F)c2F)c1C,-3.7%[76.3 µM]
CCC(=O)N1CCCN(S(=O)(=O)c2ccc(C)cc2)C1c1ccc(OC)cc1 (centres undefined),0.1%
CCN(C(=O)c1cc2c(=O)n3ccccc3nc2s1)C1CCCCC1,-6.6%
Cc1c(O)ccc2cc(S(=O)(=O)c3ccccc3)c(=O)oc12,1.0%
CC1CC(C)CN(C(=O)C2CCN(S(=O)(=O)N3CCC4(CC3)OCCO4)CC2)C1 (centres undefined),-6.0%[76.3 µM]
O=[N+]([O-])c1cc(S(=O)(=O)N2CCCC2)ccc1OCc1ccccc1,-1.4%
CCOCCCNC(=O)c1ccccc1NC(=O)C1=C(C)OCCS1,-0.9%
Cc1cc(C)c(C)c(S(=O)(=O)N2CCC(C(=O)NCC(c3ccccc3)N(C)C)CC2)c1C (centres undefined),-1.6%
COCCN1CCN(C(=O)C2CCC(=O)N(CCc3ccc(Cl)cc3)C2)CC1 (centres undefined),-0.3%[76.3 µM]
Cc1cccnc1N1C(=O)c2ccc(C(=O)O)cc2C1=O,-9.1%
COc1ccc(-c2nnc(NC(=O)CS(=O)(=O)c3ccc(Cl)cc3)o2)c(OC)c1,-4.0%[76.3 µM]
CCOC(=O)CC1(NC(=O)c2cc(COc3cncc(Cl)c3)on2)CCCCC1,-7.8%[76.3 µM]
O=C(Nc1cccc(C(F)(F)F)c1)c1cc(-c2ccco2)on1,-6.1%[76.3 µM]
O=C1[C@@H]2Cc3c([nH]c4ccccc34)C(c3cccc([N+](=O)[O-])c3)N2C(=O)CN1C1CCN(Cc2ccccc2)CC1 (some centres undefined),-13.4%
COc1ccc2c(c1)c(CC(=O)OC(C)C(=O)N(C)C)c(C)n2C(=O)c1ccc(Cl)cc1 (centres undefined),3.4%
CCCCN(C)C(=O)Cn1ncc2c3ccccc3n(CCC)c2c1=O,-4.4%
CCn1c(NC(=O)/C=C/c2ccc(F)cc2)nc2ccccc21,-4.2%
COc1ccc(OC)c(NC(=O)CN2CCc3ccccc3C2)c1,5.7%[76.3 µM]
O=C(NCCCSc1ccccc1)c1cc(Br)ccc1O,-4.8%[76.3 µM]
COc1ccc(S(=O)(=O)N2CCN(CC(=O)Nc3ccccc3Cl)CC2)cc1,0.1%[76.3 µM]
Cc1cc(O)c2c(CN3CCN(Cc4ccccc4)CC3)cc(=O)oc2c1,1.0%
COc1cc(C(=O)Nc2c(C(=O)N3CCOCC3)oc3ccccc23)cc(OC)c1OC,-12.1%[76.3 µM]
O=C(O)c1cccc(Nc2ccc3nonc3c2[N+](=O)[O-])c1,-2.2%[76.3 µM]
COc1ccc(CCNc2cc(C)nc3c(-c4ccccc4OC)cnn23)cc1OC,-3.0%
Cn1cc(Br)c(C(=O)NNC(=O)Cc2ccc(Cl)cc2)n1,-3.2%
COCCN1CCn2c(nc3cc(NC(C)=O)ccc32)C1,8.3%
CCc1ccccc1NC(=O)Nc1ccsc1C(=O)OC,-10.4%[76.3 µM]
N#Cc1cn(N2CCCCC2)c(=O)[nH]c1=O,6.0%
COc1ccc(CCNC(=O)CSc2nnc(CNC(=O)c3cc(OC)c(OC)c(OC)c3)o2)cc1OC,1.4%[76.3 µM]
Cc1ccccc1OCc1ccc(C(=O)N2CC(C)OC(C)C2)o1 (centres undefined),-0.1%
CCOc1cc(/C=C/C(=O)O)ccc1OCCOc1ccccc1,-1.3%
Cn1c(SCC(=O)NCCc2ccccc2)nnc1C1CCCCC1,3.8%
O=C(CCN1C(=O)/C(=C/c2cccs2)SC1=S)Nc1ccc(O)cc1,3.6%[76.3 µM]
O=C(N/N=C/c1c[nH]c2ccccc12)c1ccc(Cl)cc1,-7.1%

# Continued; it opens with the 5 that closed the last part.
SMILES,GAA glycogen mod
Cc1ccccc1OCc1ccc(C(=O)N2CC(C)OC(C)C2)o1 (centres undefined),-0.1%
CCOc1cc(/C=C/C(=O)O)ccc1OCCOc1ccccc1,-1.3%
Cn1c(SCC(=O)NCCc2ccccc2)nnc1C1CCCCC1,3.8%
O=C(CCN1C(=O)/C(=C/c2cccs2)SC1=S)Nc1ccc(O)cc1,3.6%[76.3 µM]
O=C(N/N=C/c1c[nH]c2ccccc12)c1ccc(Cl)cc1,-7.1%
O=C(NCCCN1CCCCCC1)c1cc2c(=O)oc3ccccc3c2s1,-6.8%
O=C(C1CCN(S(=O)(=O)c2ccc(Br)s2)CC1)N1CCCCC1,8.2%
O=C1Nc2ccccc2/C1=C/c1ccccc1Cl,0.1%
CCCC(=O)Nc1nn(C)c2nc3ccc(C)cc3cc12,5.3%
O=C(O)Cc1sc(Nc2cccc3ccccc23)nc1-c1ccc(F)cc1,0.3%
COc1ccc(CCC2CCNCC2)cc1,2.1%
COc1cccc(NC(=O)C2CCN(c3cnccn3)CC2)c1,-6.3%[76.3 µM]
Cc1cccc(CS(=O)(=O)Cc2ccc(C(=O)NC3CCCC3)o2)c1,-2.0%[76.3 µM]
Cc1nnsc1S(=O)c1ccccc1Cl (centres undefined),2.8%
Cc1ncc(CN2CCCC(C(=O)Nc3ccc(-c4cscn4)cc3)C2)cn1 (centres undefined),2.5%[76.3 µM]
CCOCCc1c(O)nc(SCC(=O)N2CCOCC2)[nH]c1=O,0.7%
O=C(Cn1nc(-c2ccc(F)cc2)ccc1=O)Nc1ccc2c(c1)OCCO2,8.2%
Cc1ccccc1OCC(=O)Nc1ccc2c(c1)C(=O)N(CCC(=O)O)C2=O,-1.6%[76.3 µM]
COc1cccc(NC(=O)C2CCCN2C(=O)Nc2ccccc2)c1 (centres undefined),-8.3%[76.3 µM]
CC(CN1CCCCC1)OC(=O)c1ccc2c(c1)OCCO2 (centres undefined),-6.3%
O=C(N=C1SC2CS(=O)(=O)CC2N1c1c(Cl)cccc1Cl)C1CC1 (centres undefined),-3.3%[76.3 µM]
Cc1ccc(NC(=O)CCc2nnc3ccc(N4CCN(C)CC4)nn23)cc1F,-0.8%[76.3 µM]
Cc1cc(C)c(NC(=O)CSc2nc3ncc(Br)cc3[nH]2)c(C)c1,6.3%[76.3 µM]
COc1ccc(C2/C(=C(/O)c3ccc4c(c3)CC(C)O4)C(=O)C(=O)N2CCCN2CCOCC2)cc1OC (centres undefined),-0.8%[76.3 µM]
COc1ccccc1NC(=O)N1CCOCC1,-2.9%
CC1CCN(C(=O)NC(=O)c2ccc(Cl)cc2)CC1,1.4%[76.3 µM]

# Part of the list above in order of length of the SMILES, descending.
SMILES,GAA glycogen mod
COc1ccc(C2/C(=C(/O)c3ccc4c(c3)CC(C)O4)C(=O)C(=O)N2CCCN2CCOCC2)cc1OC (centres undefined),-0.8%[76.3 µM]
O=C(Cn1nc(-c2ccc(F)cc2)ccc1=O)Nc1ccc2c(c1)OCCO2,8.2%
Cc1cccc(CS(=O)(=O)Cc2ccc(C(=O)NC3CCCC3)o2)c1,-2.0%[76.3 µM]
CCOCCc1c(O)nc(SCC(=O)N2CCOCC2)[nH]c1=O,0.7%
CC1CCN(C(=O)NC(=O)c2ccc(Cl)cc2)CC1,1.4%[76.3 µM]
COc1ccccc1NC(=O)N1CCOCC1,-2.9%

# Some of the compounds tested, so the mix of outcomes need not match the whole.
